TcdB inh = TcdB glycohydrolase inhibition; P18177; inhibition, % at 9.99 µM; TcdB glycohydrolase enzymatic assay, plate reader; hit rate 0.24% among 350,000; in the data active = inhibition above about 10%
Active calls of the source: *. Only part of the results is shown, so the mix of outcomes need not match the whole.

SMILES	TcdB inh
O=C(Nc1ccccc1F)N[C@@H]1CC[C@@H](CCNS(=O)(=O)c2ccc(F)cc2)O[C@@H]1CO	0.9
C[C@@H]1CN([C@H](C)CO)C(=O)Cc2cc(NC(=O)Nc3cccc4ccccc34)ccc2O[C@@H]1CN(C)Cc1ccccc1	-0.2
COc1ccc(S(=O)(=O)N[C@@H]2C=C[C@@H](CC(=O)NCCc3ccncc3)O[C@@H]2CO)cc1	1.0
C[C@@H]1CN([C@@H](C)CO)C(=O)c2cc(NC(=O)Cc3cn(C)c4ccccc34)ccc2O[C@@H]1CN(C)Cc1ccc(C(=O)Nc2ccccc2N)cc1	1.5
CNC[C@H]1Oc2ccc(NC(=O)Nc3ccc(C(F)(F)F)cc3)cc2C(=O)N([C@@H](C)CO)C[C@@H]1C	-0.1
COC(=O)[C@@]1(Cc2ccccc2CN=[N+]=[N-])COC(c2ccc(OCCCO)cc2)=N1	0.5
C[C@H](CO)N1C[C@H](C)[C@H](CN(C)C(=O)CCCN(C)C)OCCCC[C@H](C)Oc2ccc(NC(=O)Nc3ccccc3)cc2C1=O	-0.5
C[C@@H]1CCCCO[C@@H](CN(C)C(=O)CCCN(C)C)[C@@H](C)CN([C@H](C)CO)C(=O)c2cc(NC(=O)Cc3ccccc3)ccc2O1	-1.0
CO[C@H]1CN(C)C(=O)c2ccc(NC(=O)C3CCCCC3)cc2OC[C@@H](C)N(C)C[C@@H]1C	-0.9
CNC[C@H]1OCCCC[C@@H](C)Oc2ccc(NC(=O)c3ccncc3)cc2C(=O)N([C@H](C)CO)C[C@H]1C	-0.9
C[C@H](CO)N1C[C@H](C)[C@H](CN(C)C(=O)Nc2ccc(F)cc2)Oc2ccc(NC(=O)C3CC3)cc2C1=O	0.5
CN(C)C(=O)c1cccc(-c2ccccc2[C@@H]2[C@@H](C#N)N(C(=O)C3CCCCC3)[C@@H]2CO)c1	0.9
CCCC(=O)N1CC2(C1)CN(C(=O)Cc1ccccn1)[C@@H](CO)c1[nH]c3cc(OC)ccc3c12	0.0
C[C@@H]1CN([C@@H](C)CO)C(=O)c2cc(NC(=O)Cc3ccccc3)ccc2O[C@@H](C)CCCCO[C@@H]1CN(C)Cc1ccc(C(F)(F)F)cc1	-0.1
CC(C)C#Cc1ccc([C@@H]2[C@@H](CO)N(C(=O)C3CC3)[C@H]2C#N)cc1	0.3
C[C@H](CO)N1C[C@H](C)[C@@H](CN(C)S(=O)(=O)c2cccs2)Oc2ccc(NC(=O)CCN3CCOCC3)cc2CC1=O	0.0
Cc1ccc(-c2ccc3c(c2)O[C@H](CN(C)Cc2ccncc2)[C@@H](C)CN([C@@H](C)CO)S3(=O)=O)cc1	0.9
CC=Cc1ccc2n(c1=O)C[C@@H]1[C@@H](CO)[C@H](C(=O)NCC)[C@H]2N1S(=O)(=O)c1cn(C)cn1 (mixture of isomers)	0.2
C[C@@H]1CN([C@H](C)CO)C(=O)c2cccc(NC(=O)Nc3ccc(F)cc3)c2O[C@@H]1CN(C)Cc1ccc2c(c1)OCO2	0.3
CO[C@@H]1CN(C)C(=O)c2ccc(NC(=O)Nc3c(C)noc3C)cc2OC[C@H](C)N(CCC(F)(F)F)C[C@H]1C	1.9
CN(C)CCCNC(=O)C[C@H]1CC[C@H](NS(=O)(=O)c2ccc(F)cc2)[C@H](CO)O1	0.2
CCCNC(=O)N1CC(=O)N2[C@H](C1)[C@H](c1ccc(C#CCC3CCCC3)cc1)[C@@H]2CO	-0.3
CO[C@@H]1CN(C)C(=O)c2ccc(NC(C)=O)cc2OC[C@@H](C)N(C(=O)c2ccncc2)C[C@H]1C	0.2
C[C@@H]1CN([C@@H](C)CO)C(=O)c2cc(C#CCC3CCCC3)cnc2O[C@@H]1CN(C)C(=O)CN(C)C	-0.5
CC=Cc1ccc2n(c1=O)C[C@@H]1[C@@H](CO)[C@H](C(=O)NCC)[C@H]2N1C(=O)c1ccccc1 (mixture of isomers)	-0.2
Following part.
SMILES	TcdB inh
CN(C)C(=O)[C@H]1[C@H](CO)[C@H]2Cn3c(ccc(-c4ccccc4)c3=O)[C@H]2N1Cc1ccccc1	0.7
COc1ccc(CN(C)C[C@@H]2Oc3ccc(NS(=O)(=O)c4ccc(C)cc4)cc3CC(=O)N([C@@H](C)CO)C[C@H]2C)cc1	0.9
O=C(C1CCCC1)N1CC(=O)N2[C@H](CO)[C@H](c3ccc(C#CC4CCCC4)cc3)[C@H]2C1	-0.4
C[C@@H]1CN([C@H](C)CO)S(=O)(=O)c2ccc(Br)cc2O[C@H]1CN(C)Cc1cccnc1	-0.7
C[C@@H]1CN([C@@H](C)CO)C(=O)c2cc(-c3ccc(C#N)cc3)cnc2O[C@H]1CN(C)C(=O)c1ccccc1	-2.6
COc1ccc(NC(=O)N(C)C[C@@H]2Oc3ccc(NC(=O)CCCN(C)C)cc3CC(=O)N([C@H](C)CO)C[C@H]2C)cc1	-0.3
COc1ccc(C(=O)Nc2ccc3c(c2)OC[C@@H](C)N(C(C)=O)C[C@@H](C)[C@H](OC)CN(C)C3=O)cc1	-0.3
C[C@@H]1CN([C@@H](C)CO)C(=O)c2cccc(NC(=O)Nc3ccccc3)c2O[C@H]1CN(C)Cc1ccc2c(c1)OCO2	-0.1
C[C@@H]1CCCCO[C@H](CN(C)C(=O)Nc2ccccc2)[C@H](C)CN([C@@H](C)CO)C(=O)c2cc(NC(=O)c3ccccc3)ccc2O1	0.2
Cc1ccc(S(=O)(=O)N2C[C@@H](O)COC[C@@H]3O[C@@H](CC(=O)NCc4ccc(Cl)c(Cl)c4)CC[C@H]32)cc1	0.2
CCCNC(=O)Nc1ccc2c(c1)C(=O)N(C)C[C@@H](OC)[C@H](C)CN(C(=O)C1CCOCC1)[C@@H](C)CO2	-0.4
O=C(c1ccccc1)N1CC2(C1)[C@H](c1ccccc1)[C@H](CO)N2Cc1ccccn1	-1.0
CCCC#Cc1cnc2c(c1)C(=O)N([C@@H](C)CO)C[C@@H](C)[C@H](CN(C)C(=O)c1cnccn1)O2	-1.2
C[C@H](CO)N1C[C@H](C)[C@@H](CN(C)C(=O)Nc2ccccc2)Oc2ccc(NC(=O)C3CC3)cc2CC1=O	-0.2
CNC[C@@H]1Oc2cc(C#CCC(C)C)ccc2S(=O)(=O)N([C@@H](C)CO)C[C@H]1C	-0.1
COc1ccccc1NC(=O)N1C[C@@H]2[C@H](c3ccccc31)[C@@H](CO)N2CC1CCOCC1	-2.1
Cc1noc(C)c1NC(=O)N[C@@H]1C=C[C@H](CC(=O)N2CCN(C)CC2)O[C@@H]1CO	0.4
COCC#Cc1ccc([C@H]2[C@H]3CN(S(=O)(=O)c4cccc(OC)c4)CCCCN3[C@H]2CO)cc1	0.4
C[C@@H]1CN([C@@H](C)CO)C(=O)c2cccc(NC(=O)CCCCCC(=O)Nc3ccccc3N)c2O[C@H]1CN(C)S(=O)(=O)c1ccc(Cl)cc1	-17.7
C[C@@H]1CCCCO[C@@H](CN(C)C(=O)NC2CCCCC2)[C@H](C)CN([C@@H](C)CO)C(=O)c2cc(NC(=O)Nc3cccc4ccccc34)ccc2O1	0.7
O=C(C1CCCCC1)N1CC(=O)N2[C@@H](CO)[C@@H](c3ccc(C#Cc4cccc(F)c4)cc3)[C@@H]2C1	1.9
C[C@H]1CN([C@@H](C)CO)C(=O)c2cc(-c3ccc(C#N)cc3)cnc2O[C@H]1CN(C)C(=O)Nc1ccc(C(F)(F)F)cc1	1.0
C[C@@H]1CCCCO[C@H](CN(C)Cc2ccncc2)[C@H](C)CN([C@H](C)CO)C(=O)c2cc(NS(=O)(=O)c3cn(C)cn3)ccc2O1	-0.2
CO[C@@H]1CN(C)C(=O)c2cc(NC(=O)Nc3ccccc3)ccc2OC[C@@H](C)N(C(=O)CN(C)C)C[C@@H]1C	0.2
CN(C)C(=O)c1cccc(-c2ccc([C@H]3[C@@H](CO)N(C(=O)C4CCC4)[C@H]3C#N)cc2)c1	-0.8

Another view of part of the listing above:
compound,TcdB inh
O=C(c1ccccc1)N1CC2(C1)[C@H](c1ccccc1)[C@H](CO)N2Cc1ccccn1,-1.0
C[C@H]1CN([C@@H](C)CO)C(=O)c2cc(-c3ccc(C#N)cc3)cnc2O[C@H]1CN(C)C(=O)Nc1ccc(C(F)(F)F)cc1,1.0
CCCNC(=O)Nc1ccc2c(c1)C(=O)N(C)C[C@@H](OC)[C@H](C)CN(C(=O)C1CCOCC1)[C@@H](C)CO2,-0.4

The list goes on.
SMILES	TcdB inh
Cc1noc(C)c1NC(=O)N(C)C[C@@H]1Oc2ccc(NC(=O)C3CCCCC3)cc2C(=O)N([C@H](C)CO)C[C@@H]1C	-0.2
CO[C@@H]1CN(C)C(=O)c2ccc(NS(C)(=O)=O)cc2OC[C@H](C)N(Cc2ccccn2)C[C@H]1C	0.1
C[C@H](CO)N1C[C@H](C)[C@@H](CN(C)Cc2ccc3c(c2)OCO3)Oc2ccc(NC(=O)c3ccncc3)cc2CC1=O	-0.6
C[C@@H]1CN([C@H](C)CO)C(=O)c2cc(NC(=O)Nc3ccccc3)ccc2O[C@@H](C)CCCCO[C@H]1CN(C)Cc1ccncc1	0.4
CO[C@@H]1CN(C)C(=O)c2ccc(NS(C)(=O)=O)cc2OC[C@H](C)N(C(=O)C2CCCCC2)C[C@@H]1C	0.4
COc1ccc(NC(=O)N(C)C[C@H]2Oc3ccc(NS(C)(=O)=O)cc3CC(=O)N([C@@H](C)CO)C[C@H]2C)cc1	0.0
CCS(=O)(=O)N1C[C@@H](C)[C@H](OC)CN(C)C(=O)c2cc(NS(=O)(=O)c3ccccc3C)ccc2OC[C@H]1C	-1.5
O=C(c1cccc(F)c1)N1CC2(C1)[C@@H](c1ccccc1)[C@@H](CO)N2C(=O)C1CC1	-8.8
CC(C)OC(=O)N(C)C[C@@H]1OCc2ccccc2-c2c(n(C)c3ccccc23)C(=O)N([C@H](C)CO)C[C@@H]1C	1.0
O=C(c1ccc2c(c1)OCO2)N1CCCCN2[C@@H](CO)[C@H](c3ccc(-c4ccccc4)cc3)[C@@H]2C1	0.3
CO[C@H]1CN(C)C(=O)c2cccc(C#N)c2OC[C@@H]2O[C@@H](CC[C@H]2OC)CCN(C)C(=O)[C@H]1C	0.1
Cc1ccc(S(=O)(=O)Nc2ccc3c(c2)C(=O)N([C@H](C)CO)C[C@H](C)[C@@H](CN(C)S(C)(=O)=O)OCCCC[C@H](C)O3)cc1	0.6
COc1ccc(S(=O)(=O)Nc2ccc3c(c2)C(=O)N([C@@H](C)CO)C[C@@H](C)[C@@H](CN(C)S(=O)(=O)c2ccccc2)O3)cc1	0.7
O=C(C[C@H]1CC[C@@H](NS(=O)(=O)c2ccc(F)cc2)[C@@H](CO)O1)NCc1ccc(Cl)c(Cl)c1	1.2
C[C@@H]1CCCCO[C@H](CN(C)S(=O)(=O)c2ccc(F)cc2)[C@H](C)CN([C@@H](C)CO)C(=O)c2cc(NC(=O)CCCN(C)C)ccc2O1	0.3
C[C@H]1CCCCO[C@H](CN(C)S(=O)(=O)c2ccc(F)cc2)[C@@H](C)CN([C@@H](C)CO)C(=O)c2cc(N(C)C)ccc2O1	-12.7
COc1ccc(NC(=O)N(C)C[C@@H]2Oc3c(NS(=O)(=O)c4cn(C)cn4)cccc3C(=O)N([C@@H](C)CO)C[C@@H]2C)cc1	0.2
CCC(=O)N[C@H]1C=C[C@@H](CC(=O)NCc2ccccc2OC)O[C@H]1CO	-0.6
C[C@H](CO)N1C[C@H](C)[C@H](CN(C)C(=O)Nc2ccc3c(c2)OCO3)Oc2cc(C#Cc3ccccc3)ccc2S1(=O)=O	-0.7
C[C@@H]1CN([C@@H](C)CO)C(=O)c2cc(NC(=O)C3CC3)ccc2O[C@H]1CN(C)C(=O)NC1CCCCC1	-0.5
Cc1noc(C)c1NC(=O)Nc1ccc2c(c1)CC(=O)N([C@H](C)CO)C[C@@H](C)[C@H](CN(C)S(=O)(=O)c1cccs1)O2	-0.8
COc1ccccc1S(=O)(=O)Nc1ccc2c(c1)OC[C@H](C)NC[C@@H](C)[C@H](OC)CN(C)C2=O	-1.1
C[C@@H]1CN([C@H](C)CO)C(=O)c2cccc(NC(=O)Nc3cccc4ccccc34)c2O[C@H]1CN(C)C(=O)Nc1ccc2c(c1)OCO2	0.6
CN1C(=O)c2cc(NC(=O)c3cccs3)ccc2OC[C@H]2O[C@H](CC(=O)N3CCOCC3)CC[C@@H]21	-0.6
COc1ccc2c3c([nH]c2c1)[C@@H](CO)N(S(=O)(=O)c1cn(C)cn1)CC31CCN(Cc2ccccc2F)CC1	0.2
O=C(C[C@@H]1C=C[C@@H](NC(=O)Nc2ccccc2)[C@H](CO)O1)NCc1cccc(F)c1	-5.7
CCCC(=O)Nc1ccc2c(c1)C(=O)N(C)C[C@H](OC)[C@H](C)CN(Cc1cccc(F)c1)[C@@H](C)CO2	0.1
C[C@@H]1CCCCO[C@H](CN(C)S(=O)(=O)c2cccs2)[C@H](C)CN([C@@H](C)CO)C(=O)c2cc(NS(=O)(=O)c3ccc(Cl)cc3)ccc2O1	-1.0
Cc1noc(C)c1NC(=O)N(C)C[C@@H]1Oc2ccc(NS(=O)(=O)c3ccc(Cl)cc3)cc2C(=O)N([C@H](C)CO)C[C@H]1C	0.7

Reprinted at random: two records from the list
SMILES	TcdB inh
CNC[C@H]1Oc2ccc(NC(=O)Nc3ccc(C(F)(F)F)cc3)cc2C(=O)N([C@@H](C)CO)C[C@@H]1C	-0.1
CO[C@H]1CN(C)C(=O)c2cccc(C#N)c2OC[C@@H]2O[C@@H](CC[C@H]2OC)CCN(C)C(=O)[C@H]1C	0.1

5 of the compounds above, bar-delimited.
SMILES | TcdB inh
CO[C@@H]1CN(C)C(=O)c2ccc(NS(C)(=O)=O)cc2OC[C@H](C)N(Cc2ccccn2)C[C@H]1C | 0.1
COc1ccc(NC(=O)N(C)C[C@H]2Oc3ccc(NS(C)(=O)=O)cc3CC(=O)N([C@@H](C)CO)C[C@H]2C)cc1 | 0.0
O=C(C[C@H]1CC[C@@H](NS(=O)(=O)c2ccc(F)cc2)[C@@H](CO)O1)NCc1ccc(Cl)c(Cl)c1 | 1.2
Cc1ccc(S(=O)(=O)Nc2ccc3c(c2)C(=O)N([C@H](C)CO)C[C@H](C)[C@@H](CN(C)S(C)(=O)=O)OCCCC[C@H](C)O3)cc1 | 0.6
CCC(=O)N[C@H]1C=C[C@@H](CC(=O)NCc2ccccc2OC)O[C@H]1CO | -0.6
